# NPY-Y1 antag = blocks the human neuropeptide Y Y1 receptor | P25929 | HEK293-CNG Y1 cells, membrane potential fluorescence; NPY at EC95, then isoproterenol | inhibition, % at 3.6 µM | 200,000 compounds, 1% hits | AID 1040;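 active means inhibition above the campaign mean inhibition of all tested compounds plus 3 SD, cut at about 20% in these data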;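 further: 0% = DMSO wells given NPY plus isoproterenol and 100% = isoproterenol alone without NPY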
# Target sequence (P25929 whole entry, looked up): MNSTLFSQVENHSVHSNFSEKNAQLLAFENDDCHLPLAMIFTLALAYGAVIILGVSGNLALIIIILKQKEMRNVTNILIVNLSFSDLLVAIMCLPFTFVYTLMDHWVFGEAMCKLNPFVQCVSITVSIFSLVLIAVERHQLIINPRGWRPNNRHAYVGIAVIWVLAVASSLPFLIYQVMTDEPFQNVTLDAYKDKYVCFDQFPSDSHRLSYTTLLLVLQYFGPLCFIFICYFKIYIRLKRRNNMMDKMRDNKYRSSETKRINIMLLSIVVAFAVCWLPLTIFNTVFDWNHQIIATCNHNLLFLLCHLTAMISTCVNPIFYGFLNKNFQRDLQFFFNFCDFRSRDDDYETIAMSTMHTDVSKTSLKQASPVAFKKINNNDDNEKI
#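 System: HEK293 cells with Y1 receptor plus CNG channel / Probe or stimulus: NPY 25 nM then isoproterenol 1 µM plus Ro 20-1724 25 µM / Compound: one concentration, 3.6 µM, in 0.4% DMSO / Schedule: compound incubation 1 h at room temperature, readout 45 min post-stimulation / Measured by: membrane potential fluorescence / Read-out: % inhibition of NPY effect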
# RBBP9 inh = human RBBP9 hydrolase inhibition; recombinant RBBP9, FP-Rh probe fluorescence polarization; inhibition, % at 7.94 µM; 220,000 compounds, 0.2% hits; O75884;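 active means inhibition above the campaign mean of all tested compounds plus 3 SD, cut at about 14% in these data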;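 further: plate controls were DMSO wells with RBBP9 for no effect and wells lacking RBBP9 protein for full effect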
# Target sequence (O75884 whole entry, looked up): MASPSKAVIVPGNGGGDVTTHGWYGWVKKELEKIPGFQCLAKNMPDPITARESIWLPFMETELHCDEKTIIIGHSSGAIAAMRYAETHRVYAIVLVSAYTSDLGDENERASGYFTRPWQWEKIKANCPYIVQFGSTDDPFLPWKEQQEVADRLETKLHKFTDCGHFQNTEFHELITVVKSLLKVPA
#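 Measured by – fluorescence polarization · Test system – RBBP9 protein · Input – 2.5 µM RBBP9 dispensing solution, before mixing · Measure – percent inhibition from mP, scaled between DMSO and no-protein wells · Benchmarks – DMSO-treated enzyme wells and wells lacking RBBP9 · Times – preincubation 30 min plus labeling 45 min at 25 °C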
# BaF3 parental = parental Ba/F3 viability inhibition as JAK2V617F counter-screen; inhibition, % at 5.6 µM; 220,000 compounds, 1.1% hits; CellTiter-Glo ATP luminescence; AID 1486;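 active means inhibition above a per-campaign cutoff, the mean inhibition of all tested compounds plus 3 SD, cut at about 27% in these data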;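 further: 0% = DMSO wells and 100% = JAK Inhibitor I control wells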
# Ba/F3 V617F tox = lowers viability of Ba/F3 cells expressing EpoR and JAK2V617F | ATP luminescence | inhibition, % at 5.6 µM | 220,000 compounds, 1.1% hits;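 active means inhibition above the campaign mean plus 3 SD over all tested compounds, cut at about 24% in these data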;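 further: cytokine-independent growth of Ba/F3 cells driven by EpoR plus mutant JAK2; 0% = DMSO-treated cells and 100% = JAK inhibitor I control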
# NPY1 pot ag = potentiates or activates human NPY-Y1 receptor; P25929; NPY-Y1 expressing cells, potentiator/agonist activation; activation, % at 3.6 µM; 220,000 compounds, 0.37% hits; in the data active means activation above about 33%, passing the limit was not always enough;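 further: cells stimulated with NPY at EC10 then isoproterenol at EC100; 0% = low agonist plus stimulus and 100% = saturating agonist plus stimulus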
# S1P4 ag = agonists of human S1P4 receptor; S1P4-expressing cell line, agonist reporter assay; activation, % at 4.98 µM; 220,000 compounds, 0.35% hits; in the data active means activation above about 11%;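 further: 0% = DMSO vehicle and 100% = reference agonist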
# S1P4 antagonist = blocks the human S1P4 receptor; 220,000 compounds, 0.26% hits; inhibition, % at 4.98 µM; S1P4-expressing cells, antagonist mode, reporter read-out; O95977; in the data active means inhibition above about 29%;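 further: 0% = wells stimulated with agonist and 100% = vehicle wells without agonist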
# NPY2 pot ag = human NPY-Y2 potentiation or agonism, primary screen | AID 1359 | P49146 | activation, % at 3.6 µM | cells expressing NPY-Y2, potentiator/agonist read-out | 220,000 compounds, 0.45% hits; in the data active means activation above about 27%;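 further: cells stimulated with NPY near EC25 plus isoproterenol at EC100; 0% = vehicle plus submaximal agonist and 100% = vehicle plus saturating agonist; some results beyond the cut were filed as inactive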
# Target sequence (P49146 whole entry, looked up): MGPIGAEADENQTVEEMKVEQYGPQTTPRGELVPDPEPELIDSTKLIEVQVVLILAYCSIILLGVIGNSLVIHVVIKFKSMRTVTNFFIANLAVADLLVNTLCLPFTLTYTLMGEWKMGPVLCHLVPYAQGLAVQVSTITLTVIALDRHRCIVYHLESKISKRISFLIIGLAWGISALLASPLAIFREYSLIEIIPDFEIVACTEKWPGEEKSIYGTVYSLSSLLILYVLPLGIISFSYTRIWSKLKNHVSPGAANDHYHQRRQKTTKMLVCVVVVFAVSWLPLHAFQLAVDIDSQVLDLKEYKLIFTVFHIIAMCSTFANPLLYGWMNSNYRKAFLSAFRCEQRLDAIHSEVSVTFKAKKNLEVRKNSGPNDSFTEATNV
# Runt-CBFb FRET = inhibitors of human RUNX1 Runt domain binding to CBFb; inhibition, % at 20 µM; 220,000 compounds, 0.46% hits; Q01196+Q13951; Cerulean-Runt/Venus-CBFb FRET ratio 530/480, 1 h;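 active means inhibition over about 50% at 20 µM in the single-dose screen, limit read from the data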;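 further: 0% = DMSO wells and 100% = excess unlabeled CBFb competitor control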
#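 test system = Cerulean-tagged RUNX1 Runt domain (FRET donor) fusion protein | reagent = Venus-CBFb binding partner, 100 nM | incubation = protein complex preformed 1 h, compound exposure 1 h, room temperature, dark | detection = FRET fluorescence | read-out basis = loss of energy transfer signal | controls = 5 µM unlabeled CBFb as full-inhibition high control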
# Starred values were filed as active, the others as inactive; · = not tested or not shown. The list is partial; rates above refer to the full screens.
# The line under a structure holds: NPY-Y1 antag	NPY2 pot ag	S1P4 ag	RBBP9 inh	NPY1 pot ag	Ba/F3 V617F tox	Runt-CBFb FRET	BaF3 parental	S1P4 antagonist
- Cc1cccc(-n2c(C)nc3ccccc3c2=O)c1C
    2	-5	-1.8	1	12	-4	1	1	2
- Cc1cccc(OP(=O)(NCc2ccccc2)Oc2cccc(C)c2)c1
    7	-9	-0.1	-8	-21	3	-5	6	-11
- O=P(Nc1ccccc1Cl)(c1ccccc1)c1nc2c(s1)CCCC2 (stereo unspecified)
    10	0	-0.9	-6	-1	-3	-2	0	-22
- COc1ccc(-n2c(/C=C3\C(=O)Nc4ccccc43)nc3ccccc3c2=O)cc1
    -1	-11	-1.3	-7	-5	3	-3	5	-11
- O=C(NCCCn1ccnc1)C(Cl)(Cl)Cl
    3	-4	-0.2	-2	1	4	2	9	6
- CC(C)c1ccc(N=Cc2c(O)n(C3CC3)c(=S)[nH]c2=O)cc1
    ·	-11	0.1	-9	-20	4	5	1	-14
- O=c1cc(CN2CC=C(c3ccccc3)CC2)c2c(ccc3ccccc32)o1
    -7	64*	-0.8	-7	70*	-5	2	1	-8
- CC(=O)N1CCCSC1=Nc1ccccc1
    -1	4	1.1	-1	3	-1	1	1	-22
- C=COCCn1c(C)c(C(C)=O)c2cc(O)ccc21
    -5	-18	0.4	-2	2	-4	5	-1	1
- COc1cc(OC)cc(C(=O)Nc2ccc(Br)cc2C(=O)c2ccccc2)c1
    8	1	-3.0	-8	-3	-3	-1	-3	-1
- CCCCSP1(=S)NCCCO1 (stereo unspecified)
    0	-7	1.4	4	23	-4	0	2	-12
- O=C(c1ccco1)c1cn(Cc2ccccc2)c2ccccc12
    7	-3	-4.9	1	-41	-4	1	0	1
- NC(=S)N/N=C/c1coc2ccccc2c1=O
    -2	-10	-0.8	-5	-18	0	1	6	-9
- CCOC(=O)c1c(C)n(Cc2ccccc2)c2ccc(OCC(O)CN3C(=O)CNC3=O)cc12 (stereo unspecified)
    13	1	1.5	-4	-19	0	-3	2	21
- Cc1ccc(CN2CCN(Cc3ccccc3F)CC2)cc1
    -1	-14	2.1	-6	-1	-2	-1	2	-8
- CC12CN3CN(C1)CC(c1ccccc1)(C3)C2=O
    1	2	0.3	-10	-22	-2	0	0	-14
- CCN(CC)P(=O)(c1nccn1C)N(CC)CC
    -2	0	-0.1	-4	-4	3	-1	1	-24
- Cc1cc(C)cc(NC(=S)NC2CC3CCCC(C2)N3Cc2cccs2)c1 (stereo unspecified)
    7	-5	-0.5	-1	8	0	-1	1	12
- Cc1ccc(N2C(=O)/C(=C/c3ccc(CN(CCC#N)S(C)(=O)=O)o3)C(=O)NC2=S)cc1
    4	-8	-1.8	4	-5	1	8	6	4
- Cn1c(=O)c2c(nc(N/N=C/c3c(O)n(-c4ccccc4)c(=S)[nH]c3=O)n2C)n(C)c1=O
    7	1	1.7	-1	-5	-2	-3	5	-15
- CN1CCN(C(=O)COc2ccc(N(C)S(=O)(=O)c3ccc(F)cc3)cc2)CC1
    3	5	-1.2	4	0	1	0	7	3
- COc1cccc(NP(=O)(Oc2ccccc2)Oc2ccccc2)c1
    22*	-5	-2.5	0	-4	3	-1	7	-10
- CCN(CC)C(=O)c1ccc(NC(=O)COc2ccccc2F)cc1
    6	2	2.2	-5	7	3	1	-3	-25
- COc1ccc(CC2(CCc3ccncc3)C(=O)NC(=O)NC2=O)cc1OC
    0	-4	0.7	6	-7	0	-1	7	-16
- CCCCOP(=O)(CN1CCOCC1)OCCCC
    0	16	-0.9	-5	26	-2	·	-2	-12
- N=Cc1c(O)n(-c2ccccc2)c(=O)n(-c2ccccc2)c1=O
    ·	13	1.7	-7	-2	-2	0	4	-2
- c1ccc(-c2cc(-c3ccccc3)[n+](-c3ccccc3)c(-c3ccccc3)c2)cc1
    ·	1	-0.7	3	0	99*	2	97*	15
- CSc1ccccc1C(=O)C1CCCN(Cc2ccn[nH]2)C1 (stereo unspecified)
    13	-5	1.1	-6	13	-1	0	4	-8
- CN(C)CCN=Cc1c(O)n(C2CCCCCC2)c(=O)[nH]c1=O
    7	8	0.3	-5	-7	0	0	-1	-2
- O=C(c1cc(C(=O)NCc2ccccc2)c(=O)n(Cc2ccccc2)c1)c1cc(Br)ccc1O
    2	-2	1.4	-4	1	9	-4	11	-1
- CCc1ccc(CN2CCN(Cc3cc(Br)ccc3O)CC2)cc1
    3	-7	1.0	0	-18	-2	-1	1	1
- Cc1c(C(=O)N2CCC3(CC2)OCCO3)oc2ccccc12
    -6	2	-2.0	7	-10	1	0	5	-13
- CC(C)(C)c1nc(NCc2ccc3c(c2)OCO3)c2nnn(Cc3ccccc3Cl)c2n1
    -3	-3	-2.0	-5	12	0	3	5	-21
- C=CCN1C(=O)NC(=O)/C(=C/c2ccc(N(C)C)c(Br)c2)C1=O
    -2	-12	-2.2	-4	-7	3	2	7	-13
- Clc1cccc(N2CCNCC2)n1
    12	7	-0.1	-14	-6	-4	0	-1	6
- Cc1ccccc1C1=NCC(=O)N(CC(=O)N2CCCCC2)c2sc(C)c(C)c21
    -1	-6	-1.0	0	20	1	0	6	2
- Cc1cccc(-n2c(O)c(/C=N/NC(=O)c3ccncc3)c(=O)[nH]c2=O)c1
    ·	-13	0.3	-1	-9	-2	1	-6	-7
- COc1ccc(C2SCC(=O)Nc3c2c(C)nn3C2CCOC(C)(C)C2)cc1 (stereo unspecified)
    -2	-9	2.3	-6	9	2	0	4	-8
- O=[N+]([O-])c1cc(F)c(N2CCCCCC2)cc1N1CCNCC1
    6	15	-1.9	-1	3	-2	-3	0	2
- Nc1c(C(=O)NCCN2CCOCC2)c2nc3ccccc3nc2n1Cc1ccccc1
    ·	-29	2.2	4	5	-1	78*	3	-6
- CNC(=O)ON(C(=O)NC)C1N(C)C(=S)SC1(C)C (stereo unspecified)
    -1	-35	0.5	0	3	1	1	7	-23
- Cn1c(O)c(C(c2ccccn2)c2c(O)n(C)c(=S)n(C)c2=O)c(=O)n(C)c1=S
    3	-3	1.0	-8	2	1	·	6	-1
- Cc1cccc(CSc2nc3c(cc2C#N)CN(C)CC3)c1
    -5	-12	2.3	-8	-32	1	0	2	8
- C/C(=N\NC(=O)c1ccncc1)c1c(O)n(-c2ccccc2)c(=O)[nH]c1=O
    ·	3	2.7	2	0	-1	0	-2	-9
- CN1CCc2c(c(N3CCCCC3)nc3n[nH]c(N)c23)C1
    7	5	-3.3	0	-3	2	0	3	-8

# One compound at a time, from the list above:
# C/C(=N\NC(=O)c1ccncc1)c1c(O)n(-c2ccccc2)c(=O)[nH]c1=O in the list: NPY-Y1 antag: ·; NPY2 pot ag: 3; S1P4 ag: 2.7; RBBP9 inh: 2; NPY1 pot ag: 0; Ba/F3 V617F tox: -1; Runt-CBFb FRET: 0; BaF3 parental: -2; S1P4 antagonist: -9
# CN1CCc2c(c(N3CCCCC3)nc3n[nH]c(N)c23)C1 in the list: NPY-Y1 antag: 7; NPY2 pot ag: 5; S1P4 ag: -3.3; RBBP9 inh: 0; NPY1 pot ag: -3; Ba/F3 V617F tox: 2; Runt-CBFb FRET: 0; BaF3 parental: 3; S1P4 antagonist: -8
# Cc1cccc(CSc2nc3c(cc2C#N)CN(C)CC3)c1 in the list: NPY-Y1 antag: -5; NPY2 pot ag: -12; S1P4 ag: 2.3; RBBP9 inh: -8; NPY1 pot ag: -32; Ba/F3 V617F tox: 1; Runt-CBFb FRET: 0; BaF3 parental: 2; S1P4 antagonist: 8

# Carrying on.
# The line under a structure holds: NPY-Y1 antag	NPY2 pot ag	S1P4 ag	RBBP9 inh	NPY1 pot ag	Ba/F3 V617F tox	Runt-CBFb FRET	BaF3 parental	S1P4 antagonist
- CC(C(N)=O)N1CC(c2ccc(Cl)cc2)CC1=O (stereo unspecified)
    -3	6	-2.1	-5	-10	-3	-1	-1	-4
- Cc1ccccc1OP(N)(=O)Oc1ccccc1C
    0	13	0.1	-10	12	-2	0	6	1
- CCCOC(=O)C1C2c3ccccc3C(c3ccccc32)C1C(=O)O (stereo unspecified)
    2	-3	0.7	-6	-14	-4	-1	1	-2
- CCC(C)N1C(=O)NC(=O)C2(Cc3cc(C)ccc3N(C)C2)C1=O (stereo unspecified)
    6	14	0.8	4	20	-3	1	5	-26
- CCN(CC)c1ccc(CN2CC=C(c3ccc(F)cc3)CC2)cc1
    6	-26	-0.4	-2	11	-2	1	6	-12
- CC(=O)N1CCC2(CC1)CC(=O)c1cc(OCC(=O)N3CCN(C)CC3)ccc1O2
    4	-5	0.2	-1	6	0	0	3	-14
- CCCC(=O)NC(Oc1ccc(OC)cc1)C(Cl)(Cl)Cl (stereo unspecified)
    1	-5	-0.3	6	7	0	0	4	4
- CC(C)Cc1nc(N2CCNCC2)c(C#N)c2c1CCC2
    ·	-19	-0.3	9	-16	-1	1	3	-5
- C[C@]12CC(=CO)C(=O)C[C@@H]1CC[C@@H]1[C@@H]2CC[C@@]2(C)[C@H]1CC[C@]2(C)O
    2	26	2.4	-2	21	5	8	-4	7
- O=C1NC(=O)N(c2ccc(Br)cc2)C(=O)/C1=C/c1ccsc1
    1	-1	0.9	-1	-16	4	12	6	-3
- CC(C)(C)c1ccc(O)c(CN2CCN(c3ccccc3)CC2)c1
    4	-9	1.7	-2	-21	0	0	4	2
- Cc1ccc(S(=O)(=O)CC(=O)c2cc(C)c(OC(=O)N(C)C)c(C)c2)cc1
    6	-12	1.4	-8	-6	3	0	3	-23
- NC(Cc1ccccc1)c1nc(-c2ccccc2)no1 (stereo unspecified)
    ·	-1	1.3	0	13	4	0	-3	-24
- Cc1nn(C)c(C)c1/C=C1/CC2C3CC=C4CC(O)CCC4(C)C3CCC2(C)C1=O (stereo unspecified)
    26*	-20	-2.6	-4	-45	-1	-10	1	-1
- O=c1[nH]c(=S)n(CCC2=CCCCC2)c(O)c1/C=N/N1CCOCC1
    ·	-1	-0.9	5	9	-4	0	1	9
- Cc1nc2ccccc2c(=O)n1-c1ccccn1
    -3	1	2.1	-12	12	-2	-2	1	2
- Clc1ccc2nc3c(c(-c4ccccc4)c2c1)CNCC3
    14	-11	2.0	-2	-20	-1	5	0	1
- CSc1ncc(Cl)c(C(=O)O)n1 (tested in a mixture with another compound)
    4	2	-2.1	5	-28	-5	2	2	-27
- CSc1nc(N)c(N=Nc2ccc([As](=O)(O)O)cc2)c(=O)[nH]1
    ·	6	0.8	-4	-3	-6	24	-2	5
- O=C(c1ccc(CS(=O)(=O)c2ccccc2)o1)N1CCC2(CC1)OCCO2
    -4	5	1.4	1	10	-2	8	3	-8
- C=CCN1C(=O)/C(=C/c2cc(C)n(-c3cccnc3)c2C)C(=O)NC1=S
    1	10	-1.3	0	15	-5	2	3	5
- CC(Cc1ccccc1)NC(=O)NC(C)Cc1ccccc1 (stereo unspecified)
    -2	-24	2.6	2	20	2	0	8	6
